# Compound activity as filed in PubChem.
# INS-1E ATP HTS: preserves ATP levels in cytokine-treated INS-1E cells; INS-1E cytokine-induced death, ATP luminescence, 48 h; normalised: neutral wells 0, positive control 100; 0.1% of 20,000 active; protection from cytokine-induced ATP loss, % at 10 µM;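 active = mean replicate protection from cytokine-induced ATP loss at least 50% and at least 75% of replicates each reaching 50%; inconclusive = meets only one of the two criteria, mean or replicate share; inactive = fails both the mean and replicate share criteria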
#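 Test system: INS-1E rat cells | Quantity: 8000 cells per well | Medium: Phenol-red-free RPMI with 5% fetal bovine serum | Reagent: Cytokine cocktail of IFN-γ, TNF-α and IL-1β | Doses: One compound concentration, pin transfer | Timing: 48 h co-treatment, 10 min post-lysis read | Technique: Luminescent ATP assay (CellTiter-Glo)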
# T cruzi HTS: blocks T. cruzi growth inside host cells. 4.9% of 22,000 active. activity score (inhibition), % at 5.01 µM. intracellular Trypanosoma cruzi in host cells, plate reader; in the data active = activity score above about 55%; inconclusive = no clear call, values can overlap the other calls;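 also: parasites and compound incubated about four days before reading; 0% = median of neutral control wells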
# Active calls of the source: *; ? = inconclusive; · = no result given. An excerpt; count on the stated rates, not on these rows.
Structure | T cruzi HTS | INS-1E ATP HTS
COc1ccc(NC(=O)N(C)C[C@@H]2OCCCC[C@@H](C)Oc3ccc(NC(=O)C4CCCCC4)cc3C(=O)N([C@H](C)CO)C[C@@H]2C)cc1 | -7 | -5
C[C@H](CO)N1C[C@H](C)[C@H](CN(C)Cc2ccc(C(=O)Nc3ccccc3N)cc2)Oc2ccc(NC(=O)CCC(F)(F)F)cc2CC1=O | 53 | 29
C[C@H](CO)N1C[C@H](C)[C@H](CN(C)CC2CC2)Oc2ccc(N(C)C)cc2CC1=O | -22 | 5
C[C@@H]1CN([C@@H](C)CO)C(=O)c2cc(NC(=O)Nc3ccc4c(c3)OCO4)ccc2O[C@H]1CN(C)S(=O)(=O)c1ccc(F)cc1 | 1 | -2
O=C(CCCCCCC(=O)Nc1ccccc1O)N/N=C/c1cccc(O)c1 | -3 | -2
C[C@@H]1CCCCO[C@@H](CN(C)Cc2ccc(C(=O)Nc3ccccc3N)cc2)[C@@H](C)CN([C@H](C)CO)C(=O)c2cc(NS(=O)(=O)c3ccc(Cl)cc3)ccc2O1 | 78* | -5
CC(C)NC(=O)Nc1ccc2c(c1)C(=O)N([C@H](C)CO)C[C@H](C)[C@H](CN(C)C(=O)c1ccncc1)OCCCC[C@@H](C)O2 | -26 | 9
Cc1ccc(S(=O)(=O)N(C)C[C@H]2Oc3ccc(NS(=O)(=O)c4ccc(Cl)cc4)cc3C(=O)N([C@@H](C)CO)C[C@H]2C)cc1 | 8 | -4

# Another view of part of the listing above:
> O=C(CCCCCCC(=O)Nc1ccccc1O)N/N=C/c1cccc(O)c1
  T cruzi HTS = -3
  INS-1E ATP HTS = -2

> C[C@@H]1CCCCO[C@@H](CN(C)Cc2ccc(C(=O)Nc3ccccc3N)cc2)[C@@H](C)CN([C@H](C)CO)C(=O)c2cc(NS(=O)(=O)c3ccc(Cl)cc3)ccc2O1
  T cruzi HTS = 78*
  INS-1E ATP HTS = -5

> CC(C)NC(=O)Nc1ccc2c(c1)C(=O)N([C@H](C)CO)C[C@H](C)[C@H](CN(C)C(=O)c1ccncc1)OCCCC[C@@H](C)O2
  T cruzi HTS = -26
  INS-1E ATP HTS = 9

> Cc1ccc(S(=O)(=O)N(C)C[C@H]2Oc3ccc(NS(=O)(=O)c4ccc(Cl)cc4)cc3C(=O)N([C@@H](C)CO)C[C@H]2C)cc1
  T cruzi HTS = 8
  INS-1E ATP HTS = -4

# Following part.
Structure | T cruzi HTS | INS-1E ATP HTS
C[C@H]1CN([C@@H](C)CO)C(=O)Cc2cc(NC(=O)Nc3cccc4ccccc34)ccc2O[C@H]1CN(C)Cc1ccc(C(F)(F)F)cc1 | 73* | -81
COc1ccc(NC(=O)Nc2ccc3c(c2)C(=O)N([C@H](C)CO)C[C@@H](C)[C@@H](CN(C)Cc2ccccc2)O3)cc1 | -19 | -7
C[C@@H]1CCCCO[C@@H](CN(C)Cc2ccc(C(=O)Nc3ccccc3N)cc2)[C@@H](C)CN([C@H](C)CO)C(=O)c2cc(NC(=O)c3ccncc3)ccc2O1 | 23 | -11
C[C@H]1CN([C@@H](C)CO)C(=O)c2cccc(NS(=O)(=O)c3ccccc3)c2O[C@@H]1CN(C)S(=O)(=O)c1ccccc1 | 14 | 5
Cc1ccc(S(=O)(=O)N(C)C[C@@H]2Oc3ncc(Br)cc3C(=O)N([C@H](C)CO)C[C@@H]2C)cc1 | 17 | ·
C[C@@H]1CN([C@H](C)CO)C(=O)c2cc(NS(=O)(=O)c3ccc(Cl)cc3)ccc2O[C@H]1CN(C)Cc1ccc(-c2ccccc2)cc1 | -4 | -10
C[C@@H]1CN([C@@H](C)CO)C(=O)CCCn2nncc2CO[C@H]1CN(C)Cc1ccccc1C(F)(F)F | 18 | ·
CC(C)NC(=O)N(C)C[C@@H]1Oc2c(NC(=O)NC3CCCCC3)cccc2C(=O)N([C@H](C)CO)C[C@H]1C | -13 | -1
Cc1ccc(S(=O)(=O)Nc2ccc3c(c2)CC(=O)N([C@@H](C)CO)C[C@H](C)[C@H](CN(C)S(=O)(=O)c2ccc(Cl)cc2)O3)cc1 | 9 | 3
CC(C)NC(=O)Nc1ccc2c(c1)CC(=O)N([C@@H](C)CO)C[C@H](C)[C@@H](CN(C)C(=O)Nc1ccc3c(c1)OCO3)O2 | 1 | 4
C[C@H](CO)N1C[C@H](C)[C@H](CN(C)Cc2ccc(C(=O)O)cc2)Oc2c(NC(=O)Nc3ccc4c(c3)OCO4)cccc2C1=O | -6 | 6
C[C@H](CO)N1C[C@H](C)[C@H](CN(C)S(=O)(=O)c2cn(C)cn2)Oc2ccc(NC(=O)C3CC3)cc2C1=O | -6 | 4
C[C@@H]1CN([C@H](C)CO)C(=O)Cc2cc(N(C)C)ccc2O[C@@H]1CN(C)C(=O)Nc1ccccc1 | -1 | -2
C[C@@H]1CN([C@H](C)CO)C(=O)c2cc(NC(=O)CCCCCC(=O)Nc3ccccc3N)ccc2O[C@H]1CN(C)C(=O)Nc1ccc(C(F)(F)F)cc1 | -25 | 1
C[C@H](CO)N1C[C@H](C)[C@H](CN(C)S(=O)(=O)c2ccccc2)Oc2ncc(-c3cc4ccccc4o3)cc2C1=O | 62* | ·
Cc1ccc(S(=O)(=O)Nc2ccc3c(c2)CC(=O)N([C@H](C)CO)C[C@@H](C)[C@H](CN(C)C(=O)Nc2c(C)noc2C)O3)cc1 | -25 | 6
C[C@H](CO)N1C[C@H](C)[C@H](CN(C)C(=O)Nc2ccccc2)Oc2ccc(NC(=O)Cc3cn(C)c4ccccc34)cc2C1=O | 9 | -8
Cc1ccc(S(=O)(=O)Nc2ccc3c(c2)C(=O)N([C@@H](C)CO)C[C@@H](C)[C@H](CN(C)C(=O)Nc2ccc4c(c2)OCO4)O3)cc1 | 0 | -1
COc1ccccc1S(=O)(=O)N(C)C[C@H]1OCc2cnnn2CCCC(=O)N([C@@H](C)CO)C[C@H]1C | -3 | ·
C[C@@H]1CN([C@@H](C)CO)C(=O)c2cc(NC(=O)C3CC3)ccc2O[C@H]1CN(C)C(=O)Nc1ccc(F)cc1 | -12 | -2
C[C@@H]1CN([C@@H](C)CO)C(=O)c2cc(NS(=O)(=O)c3ccc(F)cc3)ccc2O[C@@H]1CN(C)S(=O)(=O)c1cn(C)cn1 | -14 | ·
CC(C)NC(=O)Nc1ccc2c(c1)CC(=O)N([C@H](C)CO)C[C@@H](C)[C@@H](CN(C)Cc1ccc(-c3ccccc3)cc1)O2 | 6 | -34
COc1ccc(S(=O)(=O)Nc2cccc3c2O[C@H](CN(C)S(=O)(=O)c2cn(C)cn2)[C@H](C)CN([C@@H](C)CO)C3=O)cc1 | -9 | 6
Cc1ccc(S(=O)(=O)N(C)C[C@H]2Oc3ccc(NC(=O)NC(C)C)cc3CC(=O)N([C@@H](C)CO)C[C@@H]2C)cc1 | -15 | -1
C[C@H]1CN([C@@H](C)CO)C(=O)c2cccc(NC(=O)Nc3ccc4c(c3)OCO4)c2O[C@@H]1CN(C)Cc1ccc(Oc2ccccc2)cc1 | 19 | -3
C[C@@H]1CN([C@@H](C)CO)C(=O)c2cccc(NS(=O)(=O)c3ccc(F)cc3)c2O[C@@H]1CN(C)Cc1ccc(C(=O)O)cc1 | -5 | 13
C[C@@H]1CCCCO[C@@H](CN(C)S(=O)(=O)c2ccccc2)[C@@H](C)CN([C@H](C)CO)C(=O)c2cc(NS(C)(=O)=O)ccc2O1 | 10 | 2
C[C@H]1CN([C@@H](C)CO)C(=O)c2cc(NS(=O)(=O)c3cccs3)ccc2O[C@H]1CN(C)S(=O)(=O)c1cn(C)cn1 | -5 | 5
Cc1noc(C)c1S(=O)(=O)Nc1ccc2c(c1)C(=O)N([C@H](C)CO)C[C@@H](C)[C@H](CN(C)Cc1ccc(Cl)c(Cl)c1)O2 | 25 | -25
C[C@@H]1CN([C@@H](C)CO)C(=O)c2cc(NC(=O)c3ccncc3)ccc2O[C@H]1CN(C)CC1CCCCC1 | -13 | 2
Cc1ccc(S(=O)(=O)Nc2cccc3c2O[C@@H](CN(C)S(=O)(=O)c2ccccc2)[C@@H](C)CN([C@@H](C)CO)C3=O)cc1 | -4 | 1
C[C@@H]1CN([C@@H](C)CO)C(=O)c2cc(NC(=O)c3ccncc3)ccc2O[C@@H]1CN(C)Cc1ccc(Cl)c(Cl)c1 | 6 | -3
C[C@H]1CN([C@@H](C)CO)C(=O)c2cc(NC(=O)Nc3ccccc3)ccc2O[C@H]1CN(C)Cc1ccc(Cl)c(Cl)c1 | 14 | -12
C[C@H](CO)N1C[C@H](C)[C@@H](CN(C)Cc2ccc(Oc3ccccc3)cc2)Oc2c(NC(=O)Nc3cccc4ccccc34)cccc2C1=O | 36 | -16
C[C@H]1CN([C@@H](C)CO)C(=O)c2cc(NC(=O)NC3CCCCC3)ccc2O[C@H]1CN(C)C(=O)Nc1ccccc1 | -2 | -3
COc1ccc(S(=O)(=O)Nc2ccc3c(c2)C(=O)N([C@H](C)CO)C[C@@H](C)[C@@H](CN(C)C(=O)Nc2ccc(C(F)(F)F)cc2)O3)cc1 | 11 | -15
Cc1noc(C)c1NC(=O)Nc1ccc2c(c1)C(=O)N([C@H](C)CO)C[C@H](C)[C@H](CN(C)C(=O)NC(C)C)OCCCC[C@@H](C)O2 | -20 | 7
C[C@@H]1CN([C@H](C)CO)C(=O)c2cc(NS(=O)(=O)c3cccs3)ccc2O[C@@H]1CN(C)C(=O)Nc1ccc2c(c1)OCO2 | -9 | 10
C[C@@H]1CN([C@@H](C)CO)C(=O)c2cccc(NC(=O)C3CCCCC3)c2O[C@H]1CN(C)C(=O)Nc1ccc(F)cc1 | 8 | 0
O=C(N/N=C/c1cccc(Br)c1)c1ccccc1O | -14 | -15
COC(=O)CCCCCCC(=O)N/N=C/c1ccc(O)c(O)c1O | ? | 23
Cc1noc(C)c1NC(=O)Nc1ccc2c(c1)C(=O)N([C@H](C)CO)C[C@H](C)[C@@H](CN(C)C)O2 | -2 | -7
COC(=O)CCCCCCC(=O)N/N=C/c1cc(I)cc(I)c1O | 88* | 27
CC(C)NC(=O)N(C)C[C@H]1Oc2c(NC(=O)Nc3ccc(C(F)(F)F)cc3)cccc2C(=O)N([C@@H](C)CO)C[C@@H]1C | 4 | 8
Cc1noc(C)c1NC(=O)N(C)C[C@H]1OCCCC[C@@H](C)Oc2ccc(NC(=O)CCC(F)(F)F)cc2C(=O)N([C@H](C)CO)C[C@@H]1C | -12 | 4
CCCN(C)C[C@@H]1OCCCC[C@@H](C)Oc2ccc(NC(=O)Nc3ccc(C(F)(F)F)cc3)cc2C(=O)N([C@H](C)CO)C[C@@H]1C | 51 | -22
C[C@@H]1CN([C@@H](C)CO)C(=O)c2cccc(NS(=O)(=O)c3cn(C)cn3)c2O[C@H]1CN(C)C(=O)Nc1cccc2ccccc12 | 0 | 8
C[C@H](CO)N1C[C@H](C)[C@@H](CN(C)Cc2ccc3c(c2)OCO3)Oc2ccc(NS(C)(=O)=O)cc2C1=O | -1 | 0

# 4 records drawn at random from those above:
Structure | T cruzi HTS | INS-1E ATP HTS
CC(C)NC(=O)N(C)C[C@H]1Oc2c(NC(=O)Nc3ccc(C(F)(F)F)cc3)cccc2C(=O)N([C@@H](C)CO)C[C@@H]1C | 4 | 8
Cc1noc(C)c1NC(=O)Nc1ccc2c(c1)C(=O)N([C@H](C)CO)C[C@H](C)[C@@H](CN(C)C)O2 | -2 | -7
Cc1noc(C)c1NC(=O)N(C)C[C@H]1OCCCC[C@@H](C)Oc2ccc(NC(=O)CCC(F)(F)F)cc2C(=O)N([C@H](C)CO)C[C@@H]1C | -12 | 4
CCCN(C)C[C@@H]1OCCCC[C@@H](C)Oc2ccc(NC(=O)Nc3ccc(C(F)(F)F)cc3)cc2C(=O)N([C@H](C)CO)C[C@@H]1C | 51 | -22

# The list continues.
Structure | T cruzi HTS | INS-1E ATP HTS
C[C@@H]1CN([C@H](C)CO)C(=O)Cc2cc(NC(=O)Nc3ccccc3)ccc2O[C@@H]1CN(C)C(=O)Nc1ccc(F)cc1 | -8 | 4
COc1ccc(NC(=O)Nc2cccc3c2O[C@H](CN(C)C(=O)Nc2ccccc2)[C@@H](C)CN([C@@H](C)CO)C3=O)cc1 | -42 | 5
C[C@@H]1CN([C@H](C)CO)C(=O)c2cc(NC(=O)NC3CCCCC3)ccc2O[C@@H]1CN(C)Cc1ccncc1 | -21 | 2
C[C@@H]1CN([C@H](C)CO)C(=O)c2cc(NC(=O)CCN3CCOCC3)ccc2O[C@@H]1CN(C)C(=O)Nc1ccc(C(F)(F)F)cc1 | -5 | -1
C[C@H]1CN([C@@H](C)CO)C(=O)c2cc(N(C)C)ccc2O[C@H]1CN(C)C(=O)Nc1ccc(F)cc1 | -13 | 1
C[C@H]1CN([C@@H](C)CO)C(=O)c2cccc(NC(=O)C3CCCCC3)c2O[C@H]1CN(C)C(=O)Nc1ccc(F)cc1 | 0 | 5
Cc1cccc(S(=O)(=O)N(C)C[C@@H]2OCc3cn(nn3)CCCC(=O)N([C@H](C)CO)C[C@H]2C)c1 | -4 | ·
C[C@H](CO)N1C[C@H](C)[C@H](CN(C)Cc2ccccc2)Oc2c(NC(=O)Nc3ccc(F)cc3)cccc2C1=O | 25 | -26
C[C@@H]1CN([C@@H](C)CO)C(=O)c2cccc(NC(=O)NC3CCCCC3)c2O[C@H]1CN(C)S(=O)(=O)c1ccc(Cl)cc1 | 4 | 18
CC(C)NC(=O)Nc1ccc2c(c1)CC(=O)N([C@H](C)CO)C[C@H](C)[C@H](CN(C)C(=O)Nc1ccc3c(c1)OCO3)O2 | -16 | 3
C[C@@H]1CN([C@@H](C)CO)C(=O)Cc2cc(NS(=O)(=O)c3ccc(Cl)cc3)ccc2O[C@@H]1CN(C)Cc1ccc2c(c1)OCO2 | 31 | -14
C[C@@H]1CN([C@H](C)CO)C(=O)CCCn2nncc2CO[C@H]1CN(C)C(=O)Nc1cccc(Oc2ccccn2)c1 | -15 | ·
